LRH-1 inv ag: suppresses constitutive activity of human LRH-1. AID 602396. O00482. inhibition, % at 3.6 µM. HEK293T StAR-luciferase reporter, LRH-1 transfected, 24 h. 0.13% of 360,000 active;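 active = inhibition above the mean inhibition of all tested compounds plus 3 SD, cut at about 73% in these data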;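 also: 0% = DMSO wells and 100% = reporter-only cells lacking LRH-1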
COUP-TFII inh: blocks human COUP-TFII nuclear receptor; P24468; HEK293T NGFI-A luciferase reporter, luminescence; inhibition, % at 8.6 µM; 0.7% of 370,000 active;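 active = inhibition above a per-plate cutoff, mean inhibition of test wells between control levels plus 3 SD, cut at about 38% in these data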;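 also: cells cotransfected with COUP-TFII expression vector driving the NGFI-A reporter; 0% = median of COUP-TF2 test wells and 100% = reporter-only cells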
SRC1 inh: human NCOA1 inhibition | inhibition, % at 3.6 µM | HEK293 GAL4-SRC1 luciferase reporter, luminescence | 0.12% of 360,000 active;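 active = inhibition above the campaign mean plus 3 SD, with each screening campaign given its own cutoff, cut at about 60% in these data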;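 also: 0% = DMSO treated cells and 100% = gossypol at 36 µM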
TROY NFkB inh: blocks TROY-dependent signaling in reporter cells | inhibition, % at 10 µM | Q293 LMP1-TROYcd NF-kB luciferase reporter, 4 h | 0.98% of 360,000 active;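 active = compounds whose plate-normalised and pattern-corrected inhibition of the luciferase reporter signal at the single screening dose is 50% or more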
NOD2 RIPK2 PPI: blocks binding of human NOD2 to RIPK2; O43353; CHO BLA complementation NOD2-RIPK2, CCF4 ratio; inhibition, % at 4.98 µM; 0.38% of 360,000 active; AID 624267; in the data active = inhibition above about 21%;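 also: 0% = vehicle only and 100% = reference blocker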
EBV LMP1 NFkB: reduces LMP1-driven NF-kappaB luciferase signal; 0.69% of 350,000 active; inhibition, % at 12.5 µM; AID 504558; LMP1-induced NF-kappaB luciferase reporter cells, luminescence; in the data active = inhibition above about 41%;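 also: 0% = neutral control wells and 100% = reference inhibitor control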
TLR9-MyD88 block: blocks human TLR9 binding to MyD88 | CHO BLA complementation TLR9-MyD88, CCF4 FRET ratio | 0.21% of 340,000 active | inhibition, % at 4.98 µM | AID 504734;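 active = inhibition above the mean over all tested compounds plus 3 SD, cut at about 21% in these data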;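 also: 0% = DMSO only wells and 100% = clavulanate BLA inhibitor control wells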
Target sequence (Q99836 whole entry, looked up): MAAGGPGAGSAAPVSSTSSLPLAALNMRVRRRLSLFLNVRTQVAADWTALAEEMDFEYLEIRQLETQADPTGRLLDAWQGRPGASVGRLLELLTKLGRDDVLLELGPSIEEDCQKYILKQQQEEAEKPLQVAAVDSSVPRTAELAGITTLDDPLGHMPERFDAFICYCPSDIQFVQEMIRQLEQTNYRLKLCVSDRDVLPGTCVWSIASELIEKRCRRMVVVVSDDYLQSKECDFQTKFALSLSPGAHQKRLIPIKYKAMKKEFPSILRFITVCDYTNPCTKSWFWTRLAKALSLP
Target sequence (Q9NR96 whole entry, looked up): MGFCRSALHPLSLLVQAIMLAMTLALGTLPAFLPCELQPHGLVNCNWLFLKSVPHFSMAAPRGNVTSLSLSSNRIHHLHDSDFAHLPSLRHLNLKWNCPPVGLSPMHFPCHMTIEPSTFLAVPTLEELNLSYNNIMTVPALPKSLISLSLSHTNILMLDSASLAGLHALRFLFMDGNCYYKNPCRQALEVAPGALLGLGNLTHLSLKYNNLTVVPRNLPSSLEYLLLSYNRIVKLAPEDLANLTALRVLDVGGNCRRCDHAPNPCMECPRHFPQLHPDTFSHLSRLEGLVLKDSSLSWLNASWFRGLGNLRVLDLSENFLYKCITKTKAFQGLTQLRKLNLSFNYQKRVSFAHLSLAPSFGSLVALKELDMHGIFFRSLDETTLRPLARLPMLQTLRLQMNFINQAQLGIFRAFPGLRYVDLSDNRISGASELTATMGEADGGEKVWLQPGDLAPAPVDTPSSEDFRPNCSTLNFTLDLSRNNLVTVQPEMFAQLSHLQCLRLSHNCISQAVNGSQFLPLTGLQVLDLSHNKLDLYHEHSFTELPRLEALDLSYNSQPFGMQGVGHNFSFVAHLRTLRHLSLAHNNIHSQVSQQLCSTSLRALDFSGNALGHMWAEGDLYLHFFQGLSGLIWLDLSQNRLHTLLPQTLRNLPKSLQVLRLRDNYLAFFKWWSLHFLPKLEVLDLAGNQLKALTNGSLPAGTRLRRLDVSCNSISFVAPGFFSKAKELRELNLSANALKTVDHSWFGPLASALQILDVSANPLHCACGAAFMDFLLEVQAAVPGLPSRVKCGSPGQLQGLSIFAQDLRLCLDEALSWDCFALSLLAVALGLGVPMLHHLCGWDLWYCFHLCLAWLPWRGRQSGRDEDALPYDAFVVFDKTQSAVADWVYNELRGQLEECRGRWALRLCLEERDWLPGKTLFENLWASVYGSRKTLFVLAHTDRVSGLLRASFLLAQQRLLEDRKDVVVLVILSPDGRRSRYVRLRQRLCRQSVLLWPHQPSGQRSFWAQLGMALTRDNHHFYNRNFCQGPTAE
NCOA3 inh: inhibits human SRC3 coactivator. Q9Y6Q9. HEK293 GAL4-SRC3 luciferase reporter, luminescence. inhibition, % at 3.6 µM. 0.17% of 360,000 active. AID 588352;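 active = inhibition above a per-campaign cutoff, the mean of all compounds plus 3 SD, cut at about 60% in these data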;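 also: 0% = DMSO-treated cells and 100% = gossypol-treated cells at 36 µM; higher means less SRC3-driven luciferase light from the GAL4 reporter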
C8 TRAIL sens: caspase-8 TRAIL sensitization | NB7+C8 cells + TRAIL, ATPlite viability luminescence | 1% of 360,000 active | inhibition (viability loss, TRAIL sensitization), % at 10 µM;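 active = compounds causing at least 50% loss of cell viability in the single-dose screen, relative to plate controls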
Vif inh: inhibitors of HIV Vif. HEK293T cells, Vif self-association by quenched fluorescence, imaging, 24 h. inhibition, % at 7.49 µM. 0.35% of 340,000 active; in the data active = inhibition above about 50%, passing the limit was not always enough; also: some results filed as inactive read as strong as hits
NCOA2 inhibitor: inhibits human steroid receptor coactivator 2. 0.17% of 370,000 active. HEK293 GAL4-SRC2 luciferase reporter, luminescence. AID 651957. Q15596. inhibition, % at 9 µM;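 active = inhibition above the mean inhibition of all tested compounds plus 3 SD, set per campaign, cut at about 52% in these data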;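 also: 0% = DMSO treated cells and 100% = cells given Gossypol at 36 µM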
Starred values were filed as active, the others as inactive. These rows are one share of the data. The share of hits here may be higher or lower than overall.

For CCOC(=O)C1CCCN(C(=O)CC(C)c2ccccc2)C1 (stereo not drawn) the results were LRH-1 inv ag -90, COUP-TFII inh -11, SRC1 inh -65, TROY NFkB inh -37, NOD2 RIPK2 PPI -12, EBV LMP1 NFkB -26, TLR9-MyD88 block -15, NCOA3 inh -59, C8 TRAIL sens 15, Vif inh 2 and NCOA2 inhibitor -25.
COc1cccc(-n2c(=O)c3ccccc3n(CC(=O)NCC3CCCO3)c2=O)c1 (stereo not drawn) was read as LRH-1 inv ag 1, COUP-TFII inh -14, SRC1 inh -4, TROY NFkB inh -10, NOD2 RIPK2 PPI 14, EBV LMP1 NFkB 4, TLR9-MyD88 block -1, NCOA3 inh 13, C8 TRAIL sens 6, Vif inh 16 and NCOA2 inhibitor 14.
CC(=O)c1ccc(OCC(=O)NCCC2=CCCCC2)cc1 was read as LRH-1 inv ag -2, COUP-TFII inh -16, SRC1 inh -3, TROY NFkB inh -5, NOD2 RIPK2 PPI -8, EBV LMP1 NFkB -7, TLR9-MyD88 block 9, NCOA3 inh 19, C8 TRAIL sens 22, Vif inh -9 and NCOA2 inhibitor -15.
For COc1ccc(C(=O)CSc2nnc(CNC(=O)c3ccccc3F)n2C)cc1OC the results were LRH-1 inv ag 4, COUP-TFII inh -3, SRC1 inh -2, TROY NFkB inh -9, NOD2 RIPK2 PPI -3, EBV LMP1 NFkB -7, TLR9-MyD88 block 5, NCOA3 inh -1, C8 TRAIL sens -5, Vif inh 7 and NCOA2 inhibitor -22.
For Cc1nc(CNS(=O)(=O)c2ccccc2F)cs1 the results were LRH-1 inv ag 26, COUP-TFII inh -29, SRC1 inh 6, TROY NFkB inh 11, NOD2 RIPK2 PPI -13, EBV LMP1 NFkB 1, TLR9-MyD88 block 4, NCOA3 inh -12, C8 TRAIL sens 18, Vif inh -3 and NCOA2 inhibitor -7.
`CCN(CC)S(=O)(=O)c1cccc(NC(=O)COC(=O)CNC(=O)c2cccc(F)c2)c1` gave LRH-1 inv ag 1, COUP-TFII inh -8, SRC1 inh 1, TROY NFkB inh 4, NOD2 RIPK2 PPI -1, EBV LMP1 NFkB 2, TLR9-MyD88 block 9, NCOA3 inh 2, C8 TRAIL sens 11, Vif inh 4 and NCOA2 inhibitor -45.
N#Cc1ccsc1NC(=O)CCN1C(=O)C2CCCCC2C1=O (stereo not drawn) was read as LRH-1 inv ag -1, COUP-TFII inh 3, SRC1 inh 6, TROY NFkB inh -6, NOD2 RIPK2 PPI 9, EBV LMP1 NFkB 6, TLR9-MyD88 block -2, NCOA3 inh -8, C8 TRAIL sens -9, Vif inh 14 and NCOA2 inhibitor 3.
`COc1ccc(CNC(=O)CCC(=O)Nc2ccc(Cl)cc2)cc1` gave LRH-1 inv ag -8, COUP-TFII inh -6, SRC1 inh 14, TROY NFkB inh -4, NOD2 RIPK2 PPI -5, EBV LMP1 NFkB -4, TLR9-MyD88 block 9, NCOA3 inh 5, C8 TRAIL sens 16, Vif inh -1 and NCOA2 inhibitor 13.
`CCn1cc(S(=O)(=O)CC(=O)Nc2cccc(C)c2)c2ccccc21` gave LRH-1 inv ag 9, COUP-TFII inh 0, SRC1 inh 9, TROY NFkB inh -2, NOD2 RIPK2 PPI -9, EBV LMP1 NFkB 11, TLR9-MyD88 block -6, NCOA3 inh -12, C8 TRAIL sens 1, Vif inh 2 and NCOA2 inhibitor -9.
`COc1cccc(NC(=O)CCc2c(C)nn(-c3ccc(N4CCOCC4)nn3)c2C)c1` gave LRH-1 inv ag -11, COUP-TFII inh 0, SRC1 inh -40, TROY NFkB inh -39, NOD2 RIPK2 PPI 3, EBV LMP1 NFkB -2, TLR9-MyD88 block -12, NCOA3 inh -16, C8 TRAIL sens 4, Vif inh 8 and NCOA2 inhibitor -38.
Screening O=C(Nc1ccc(-c2nc3cccnc3s2)cc1)c1ccco1 returned LRH-1 inv ag -183, COUP-TFII inh -24, SRC1 inh -91, TROY NFkB inh -20, NOD2 RIPK2 PPI -20, EBV LMP1 NFkB -4, TLR9-MyD88 block -11, NCOA3 inh -99, C8 TRAIL sens -7, Vif inh 2 and NCOA2 inhibitor -22.
For Cc1c(NC(=O)CCCOc2ccccc2)cccc1[N+](=O)[O-] the results were LRH-1 inv ag -12, COUP-TFII inh -6, SRC1 inh 5, TROY NFkB inh 0, NOD2 RIPK2 PPI -7, EBV LMP1 NFkB 2, TLR9-MyD88 block -2, NCOA3 inh 5, C8 TRAIL sens -11, Vif inh 7 and NCOA2 inhibitor 23.
Screening CCN(CC)S(=O)(=O)N1CCC(C(=O)NC2CCCC2)CC1 returned LRH-1 inv ag 2, COUP-TFII inh 11, SRC1 inh 10, TROY NFkB inh 0, NOD2 RIPK2 PPI -9, EBV LMP1 NFkB 4, TLR9-MyD88 block -4, NCOA3 inh 12, C8 TRAIL sens -1, Vif inh 6 and NCOA2 inhibitor 10.
O=[N+]([O-])c1ccc(CSc2ccc(S(=O)(=O)N3CCCCC3)cn2)cc1 was read as LRH-1 inv ag 5, COUP-TFII inh 4, SRC1 inh 6, TROY NFkB inh 23, NOD2 RIPK2 PPI -4, EBV LMP1 NFkB -2, TLR9-MyD88 block -20, NCOA3 inh 16, C8 TRAIL sens 5, Vif inh -4 and NCOA2 inhibitor -12.
`COc1cc(CN2CCNC(=O)C2CC(=O)NCCCC2CCCC2)cc(OC)c1` (stereo not drawn) gave LRH-1 inv ag 3, COUP-TFII inh 11, SRC1 inh 1, TROY NFkB inh -2, NOD2 RIPK2 PPI -14, EBV LMP1 NFkB 1, TLR9-MyD88 block -7, NCOA3 inh -7, C8 TRAIL sens -12, Vif inh 3 and NCOA2 inhibitor -8.
`CC(O)(c1cccc(F)c1)c1nc(-c2ccc3ccccc3c2)cs1` (stereo not drawn) gave LRH-1 inv ag 13, COUP-TFII inh -9, SRC1 inh -20, TROY NFkB inh -36, NOD2 RIPK2 PPI -3, NCOA3 inh -17, C8 TRAIL sens -5, Vif inh -13 and NCOA2 inhibitor -31.
For Cn1cc(C(=O)c2ccc(Cl)cc2Cl)cc1C(=O)N/N=C(\N)COc1ccccc1 the results were LRH-1 inv ag 15, COUP-TFII inh 0, SRC1 inh 9, NOD2 RIPK2 PPI 6, EBV LMP1 NFkB 7, TLR9-MyD88 block 5, NCOA3 inh 9, C8 TRAIL sens 1, Vif inh -1 and NCOA2 inhibitor -20.
`C/C(=N/NC(=O)c1ccc(Br)s1)c1ccncc1` gave LRH-1 inv ag -7, COUP-TFII inh -14, SRC1 inh -23, TROY NFkB inh -74, NOD2 RIPK2 PPI 5, EBV LMP1 NFkB -14, TLR9-MyD88 block -6, NCOA3 inh -26, C8 TRAIL sens 18, Vif inh -7 and NCOA2 inhibitor -75.
`CCCN(CCC)C(=S)NC1CC2C=CC1C2` (stereo not drawn) gave LRH-1 inv ag -20, COUP-TFII inh 2, SRC1 inh -16, TROY NFkB inh 3, NOD2 RIPK2 PPI -4, EBV LMP1 NFkB -4, TLR9-MyD88 block -12, NCOA3 inh -12, C8 TRAIL sens -9, Vif inh -7 and NCOA2 inhibitor 16.
For CCN(CC)CCNc1ncnc2c1sc1nc(N3CCOCC3)c3c(c12)CC(C)(C)SC3 the results were LRH-1 inv ag 0, COUP-TFII inh -21, SRC1 inh 1, TROY NFkB inh 8, NOD2 RIPK2 PPI -6, EBV LMP1 NFkB -4, TLR9-MyD88 block 1, NCOA3 inh -4, C8 TRAIL sens 23, Vif inh 7 and NCOA2 inhibitor -13.
`CC(C)Cn1c(-c2ccc(Br)o2)n[nH]c1=S` gave LRH-1 inv ag -4, COUP-TFII inh -18, SRC1 inh 8, TROY NFkB inh 13, NOD2 RIPK2 PPI -4, EBV LMP1 NFkB 10, TLR9-MyD88 block -5, NCOA3 inh 11, C8 TRAIL sens 3, Vif inh 3 and NCOA2 inhibitor -5.
Screening CCN(CC)S(=O)(=O)c1ccc(OCC(=O)NC(=O)c2ccccc2OC)c([N+](=O)[O-])c1 returned LRH-1 inv ag 0, COUP-TFII inh -5, SRC1 inh -16, TROY NFkB inh -9, NOD2 RIPK2 PPI 3, EBV LMP1 NFkB -6, TLR9-MyD88 block 2, NCOA3 inh 3, C8 TRAIL sens -22 and NCOA2 inhibitor 0.
Screening CC1(c2nnnn2-c2ccc3c(c2)OCCO3)CCC(=O)N1Cc1ccc(F)cc1 (stereo not drawn) returned LRH-1 inv ag -20, COUP-TFII inh -7, TROY NFkB inh 1, NOD2 RIPK2 PPI -6, C8 TRAIL sens 6 and NCOA2 inhibitor -14.
Screening Cc1ccc(NS(=O)(=O)c2ccccc2Cl)c2c1CC(C)(C)O2 returned LRH-1 inv ag -5, COUP-TFII inh 19, SRC1 inh -10, TROY NFkB inh 5, NOD2 RIPK2 PPI 2, EBV LMP1 NFkB 3, TLR9-MyD88 block 3, NCOA3 inh 17, C8 TRAIL sens 0, Vif inh -9 and NCOA2 inhibitor 9.
`NC(Cc1ccc(F)cc1)c1csc(Nc2ccc(C(F)(F)F)cn2)n1` (stereo not drawn) gave LRH-1 inv ag 1, COUP-TFII inh 8, SRC1 inh 7, TROY NFkB inh 3, NOD2 RIPK2 PPI 0, NCOA3 inh -5, C8 TRAIL sens 22, Vif inh -8 and NCOA2 inhibitor -20.
Screening CCOC(=O)NNC(=O)C1CCC(C)CC1 (stereo not drawn) returned LRH-1 inv ag -15, COUP-TFII inh -10, SRC1 inh 1, TROY NFkB inh 7, NOD2 RIPK2 PPI -9, EBV LMP1 NFkB 16, TLR9-MyD88 block 6, NCOA3 inh 8, C8 TRAIL sens 5, Vif inh 1 and NCOA2 inhibitor -17.
CC(C)c1c(C(=O)N/N=C/c2ccc(OCc3ccccc3)cc2)nnn1-c1nonc1N was read as LRH-1 inv ag 12, COUP-TFII inh -4, SRC1 inh -18, TROY NFkB inh -19, NOD2 RIPK2 PPI 0, EBV LMP1 NFkB -7, TLR9-MyD88 block -9, NCOA3 inh -29, C8 TRAIL sens 12, Vif inh 16 and NCOA2 inhibitor -10.

From PubChem BioAssay
